GAA850 FXN act: increases GAA850 frataxin promoter reporter activity. activation, % at 6 µM. hit rate 0.56% among 360,000. HEK293 lucGAA850 FXN promoter luciferase reporter, 24 h; percent of 10 µM SAHA response;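 active = activation above the average of all compounds screened plus 3 SD, cutoff fixed separately per campaign, cut at about 7.5% in these data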;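 note: 0% = DMSO wells and 100% = 10 µM SAHA wells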
ssDAF-12 act: S. stercoralis DAF-12 activation, primary screen; hit rate 1% among 370,000; activation, % at 6.8 µM; AID 652126; HEK293 ssDAF-12/GRIP1 lit1-tk-luc reporter, luminescence; % of 3 µM dafachronic acid response;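 active = activation above the mean over all tested compounds plus 3 SD, cut at about 0.9% in these data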;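 note: 0% = DMSO-only wells and 100% = 3 µM delta7-dafachronic acid wells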
ADAM17 inh: inhibitors of human ADAM17; P78536; recombinant ADAM17, EDANS/DABCYL FRET peptide cleavage; inhibition, % at 6.95 µM; hit rate 0.83% among 370,000; AID 720648;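 active = inhibition above the mean of compounds lying between control limits plus 3 SD, set per campaign, cut at about 8.5% in these data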;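 note: 0% = DMSO-only wells as the low control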
PLC-beta3 inh: PLC-beta3 (human) inhibition, primary screen. Q01970. Purified PLC-beta3, fluorogenic substrate, fluorescence. inhibition, % at 12.2 µM. hit rate 0.18% among 370,000. AID 720704; in the data active = inhibition above about 11%;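 note: 0% = median of compound wells on plate and 100% = full blocker control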
Target sequence (Q01970 whole entry, looked up): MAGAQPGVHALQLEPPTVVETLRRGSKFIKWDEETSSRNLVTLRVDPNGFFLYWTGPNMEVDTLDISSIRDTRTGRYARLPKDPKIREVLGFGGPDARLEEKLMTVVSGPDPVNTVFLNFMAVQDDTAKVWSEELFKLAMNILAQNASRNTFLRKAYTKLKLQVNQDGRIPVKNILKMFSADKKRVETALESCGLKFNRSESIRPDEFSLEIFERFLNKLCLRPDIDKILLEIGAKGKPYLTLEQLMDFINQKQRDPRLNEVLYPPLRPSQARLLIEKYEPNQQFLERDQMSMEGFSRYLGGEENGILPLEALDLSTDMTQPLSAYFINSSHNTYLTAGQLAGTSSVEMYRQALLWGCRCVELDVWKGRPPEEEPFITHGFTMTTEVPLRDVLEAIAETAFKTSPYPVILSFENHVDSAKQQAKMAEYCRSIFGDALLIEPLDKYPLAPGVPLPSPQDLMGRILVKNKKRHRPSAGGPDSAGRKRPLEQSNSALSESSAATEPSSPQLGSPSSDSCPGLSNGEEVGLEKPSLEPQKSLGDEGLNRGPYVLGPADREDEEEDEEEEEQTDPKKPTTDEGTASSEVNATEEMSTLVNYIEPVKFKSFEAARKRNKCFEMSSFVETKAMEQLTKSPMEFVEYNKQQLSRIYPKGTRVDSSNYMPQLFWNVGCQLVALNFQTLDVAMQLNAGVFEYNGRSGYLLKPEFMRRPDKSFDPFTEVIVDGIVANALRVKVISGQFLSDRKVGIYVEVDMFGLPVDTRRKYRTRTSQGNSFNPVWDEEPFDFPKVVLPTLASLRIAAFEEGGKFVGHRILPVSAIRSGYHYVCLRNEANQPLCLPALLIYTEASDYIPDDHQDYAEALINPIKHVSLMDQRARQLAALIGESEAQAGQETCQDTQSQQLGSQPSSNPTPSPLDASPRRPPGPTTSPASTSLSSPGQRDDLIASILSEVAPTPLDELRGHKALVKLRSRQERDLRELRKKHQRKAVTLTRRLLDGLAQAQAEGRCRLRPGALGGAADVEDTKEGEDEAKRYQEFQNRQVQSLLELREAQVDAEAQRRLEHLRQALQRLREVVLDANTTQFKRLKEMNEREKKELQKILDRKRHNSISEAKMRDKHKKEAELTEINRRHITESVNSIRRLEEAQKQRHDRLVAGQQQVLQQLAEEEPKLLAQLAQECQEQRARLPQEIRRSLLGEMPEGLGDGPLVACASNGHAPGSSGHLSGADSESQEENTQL
ADAM10 inh: ADAM10 inhibition, QFRET primary screen; inhibition, % at 7 µM; AID 720582; O14672; recombinant ADAM10, EDANS/DABCYL FRET peptide cleavage, 3 h; hit rate 0.62% among 370,000;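 active = inhibition above a per-campaign cutoff equal to the mean of compounds falling between control-based bounds plus 3 SD, cut at about 20% in these data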;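 note: 0% = DMSO wells while the 100% control is not disclosed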
hcDAF12 agonist: H. contortus DAF-12 activation, primary screen | HEK293 hcDAF-12 lit1-tk-luc reporter, luminescence; 0% DMSO, 100% Δ7-dafachronic acid | activation, % at 6.8 µM | hit rate 1.4% among 370,000;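 active = activation above the mean of all tested compounds plus 3 SD, cut at about 5.5% in these data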;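 note: 100% = response to 3 µM Δ7-dafachronic acid high control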
hgDAF12 agonist: agonists of H. glycines DAF-12 nuclear receptor; hit rate 1.8% among 370,000; HEK293 GAL4-hgDAF12 UAS-luciferase reporter, agonist luminescence; normalized to butyrate control; activation, % at 6.8 µM;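 active = activation above a cutoff set at the mean of all screened compounds plus 3 SD, cut at about 10% in these data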;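 note: 0% = DMSO wells and 100% = sodium butyrate wells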
DAX1 inh-1: NR0B1 (DAX1) inhibition. HEK293 Gal4-DAX1 luciferase reporter, luminescence. inhibition, % at 6.75 µM. hit rate 0.99% among 340,000. AID 504766;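 active = inhibition above the mean over all tested compounds plus 3 SD, cut at about 4.2% in these data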;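 note: 0% = DAX1-transfected cells with DMSO and 100% = empty-vector control cells with DMSO; inhibition shows as a rise in luminescence from relieved DAX1 repression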
PLC-gamma1 inh: PLC-gamma1 (human) inhibition, primary screen; P19174; purified PLC-gamma1, fluorogenic substrate, fluorescence; inhibition, % at 12.2 µM; hit rate 0.84% among 370,000; AID 720700; in the data active = inhibition above about 9.5%
HGIII-sPLA2 inh: Inhibits HGIII-sPLA2 liposome hydrolysis, primary screen; AID 743126; inhibition, % at 12.2 µM; hit rate 0.56% among 370,000; QFRET BODIPY PC-A2 liposome hydrolysis, fluorescence;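 active = inhibition above mean plus 3 SD of compounds lying within the high and low control bounds, cut at about 19% in these data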;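 note: 0% = median of test compound wells and 100% = no enzyme DMSO wells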
DAX1 inh-2: blocks DAX1 repression of SF-1 activated StAR promoter. HEK293T StAR-luciferase reporter, SF-1/DAX-1 repression relief. inhibition, % at 6.8 µM. hit rate 1.1% among 370,000. AID 652010;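 active = inhibition above the mean over all tested compounds plus 3 SD, cut at about 3.6% in these data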;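 note: 0% = DAX-1 cells with DMSO and 100% = cells lacking DAX-1 with DMSO; higher inhibition means more luminescence from relief of DAX-1 repression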
* marks the source's active call; other numbers are inactive results; i = inactive; . = not tested or not shown. Compounds were not picked by outcome; 6.9% or so of the library scored in one or more.

smiles	GAA850 FXN act	ssDAF-12 act	ADAM17 inh	PLC-beta3 inh	ADAM10 inh	hcDAF12 agonist	hgDAF12 agonist	DAX1 inh-1	PLC-gamma1 inh	HGIII-sPLA2 inh	DAX1 inh-2
CN1CCN(C(=O)c2cc3c(c(-c4cccc(-c5cc6ccccc6o5)c4)n2)[C@H](CCO)N(S(=O)C(C)(C)C)C3)CC1 (some centres undefined)	.	-1.1	0	-14	0	-1.1	-3.7	.	-5	-7	-1.4
Cn1c(=NC(=O)c2ccc3c(c2)OCCO3)sc2cc(S(C)(=O)=O)ccc21	-0.9	-2.0	-13	-58	-40	-0.1	-3.8	0.4	-37	8	-0.2
COC(=O)C1=C(C)N(C)C(=S)NC1c1cc(OC)ccc1OC (centres undefined)	-1.4	-0.8	-5	-6	-10	1.7	-1.8	-0.1	-1	9	-0.8
O=C(CCCSc1nc2ccccc2[nH]1)NC1CCCCC1	2.2	-0.8	-1	2	-4	-1.2	-1.1	1.0	-2	1	-0.3
Cc1cc(O)ccc1-c1cccc2nccn12	0.0	-1.0	-37	-22	-151	-2.1	2.5	.	-23	-1	-0.5
COc1ccc(CCN(C)C(=O)CNC(=O)c2ccc3c(c2)OCO3)cc1OC	1.0	-1.5	-4	-9	-2	-3.2	-2.9	-1.0	-2	4	-0.4
O=C1CS/C(=N/N=C/c2ccco2)N1Cc1ccc(F)cc1	2.2	-1.4	-2	-9	3	-0.5	-1.7	.	-1	7	-0.3
O=C(Cc1cccs1)Nc1nnc(-c2ccc(F)cc2)s1	2.9	-1.1	2	5	5	-1.5	4.3	-0.6	6	3	0.1
CCC1CCC(N2CCN(c3ccccc3F)CC2)CC1 (centres undefined)	-0.7	-0.8	-6	-3	2	-0.5	-0.3	0.9	1	11	0.1
CCN(CC)CCCNC(=O)CCC(=O)Nc1ccc2nc(N3CCCCC3)cc(C)c2c1	5.5	-1.5	-237	-327	i	-0.8	1.9	6.7*	-242	17	0.6
CCS(=O)(=O)c1nc2ccccc2n1Cc1ccccc1Cl	1.4	-1.5	4	-3	-10	-0.8	-2.6	-1.2	2	2	-2.2
Cc1ccc(-n2c(CNc3ccc(C)c(Cl)c3)n[nH]c2=S)cc1	2.5	-1.0	0	0	7	1.0	0.1	-1.2	1	-2	0.0
CN=C1S/C(=C/c2cn(CC(=O)OC)c3ccccc23)C(=O)N1C	1.4	1.7*	-1	-8	-3	2.7	1.9	2.2	-5	14	-0.6
O=C(O)c1cc(N2CCCCC2)ccn1	0.7	-0.7	0	4	-4	-0.3	5.0	0.6	5	0	-0.7
CCCCN(C)CCNC(=O)Cn1c(=O)sc2ccccc21	0.5	-1.2	-3	4	-9	0.8	-0.3	-0.4	0	5	-0.7
COc1cccc(/C=N/NC(=O)CCCc2ccc(OC)c(C)c2)c1	1.4	-1.3	4	0	3	-2.9	0.4	-1.2	1	-8	-0.4
C[C@@H]1CN([C@@H](C)CO)C(=O)c2cc(Br)cnc2O[C@H]1CN(C)C(=O)C1CCCCC1	0.5	-1.0	-4	2	-9	-1.4	0.2	0.0	-2	4	-0.6
CCOC(=O)N/N=C/c1cn(CCCOc2ccc(C)cc2)c2ccccc12	3.4	-1.0	6	0	0	-2.6	17*	-2.0	2	-26	-0.5
O=C(N/N=C/c1ccc(F)cc1)c1cccc(NC(=O)c2ccc(F)cc2)c1	0.9	-0.3	3	-14	17	-0.3	4.2	-1.3	-4	-4	-0.1
O=C(NCC1CCCO1)C1CCN(S(=O)(=O)Cc2ccccc2)CC1 (centres undefined)	-1.6	-0.8	-1	1	-9	1.1	-2.5	0.8	0	3	-0.4
COc1cccc(-c2nc(-c3ccccc3)no2)c1	5.7	2.0*	-1	2	3	9.4*	19*	3.6	4	2	3.8*
O=C(NC1CCCCC1)N(Cc1ccc(F)cc1)Cc1nc2ccccc2c(=O)[nH]1	0.9	-1.0	-2	-2	-6	0.8	-1.5	-0.7	1	3	0.1
COc1ccc2cc(S(=O)(=O)N3CCN(C)CC3)ccc2c1	1.8	-1.2	4	-1	-3	-1.8	-1.4	0.9	4	-1	0.6
O=C(Nc1ccc(N2CCOCC2)c(S(=O)(=O)Nc2ccccc2Cl)c1)c1ccccc1	-1.3	-1.6	4	-7	12	-1.8	-1.4	-1.0	2	-16	-3.5
COc1cccc(CN2CCNC(=O)C2CC(=O)NCCCn2ccnc2)c1 (centres undefined)	1.9	-1.0	-6	-11	-2	-0.4	0.0	0.3	-3	5	0.7
CCn1nnnc1NCc1cccc(Cl)c1	-1.7	-0.3	-2	-5	-3	-0.9	-3.4	-0.1	-1	-2	0.5
CCOC(=O)c1c(C)n(C)c2ccc(OC)c(NC(=O)CN3CCC4(CC3)OCCO4)c12	1.2	-1.1	-5	1	2	0.2	-0.2	1.2	-2	1	-0.7
CCOC(=O)[C@@]12CCCC3=C1N(CCC3)C(=O)[C@H]2CC(=O)N1CCCCC1	.	-1.4	-1	-1	-2	2.5	0.0	.	0	1	0.0
Cc1c(C(=O)O)sc2ncnc(N3CCCCC3C)c12 (centres undefined)	1.0	-0.5	2	-7	16	-1.7	0.6	-0.1	-2	5	-0.6
COc1ccc(NC(=O)C[C@H]2C(=O)N(c3ccccc3)C[C@@H]2Cc2ccccc2)cc1	-2.8	-1.4	4	3	-6	0.3	0.6	1.0	4	-11	-0.1
COc1cccc(C(=O)Nc2ccc(-n3nncc3C(C)(C)C)cc2)c1	-0.2	-2.2	7	12*	12	-1.9	2.0	-0.4	9	-11	-0.8
O=C1NC2c3c(I)sc(I)c3C(=O)C2O1 (centres undefined)	-6.8	-1.7	-3	-87	-7	-0.6	2.2	0.1	-69	-33	-0.7
COc1ccc(C(=O)NCc2ccc(Cl)cc2)cc1S(=O)(=O)N1CCCC1	0.9	-1.8	-5	-7	-15	-0.9	-1.3	0.7	1	-5	-1.8
Cc1cc(NC(=O)CSc2ccc3nnc(-c4ccc(F)cc4)n3n2)no1	2.3	-0.9	-6	-19	-5	-0.7	0.5	0.8	-10	6	0.2
Fc1cc(F)cc(NC(=S)NCCCN2CCOCC2)c1	1.4	-0.7	2	4	5	-1.2	1.7	-0.3	2	3	0.1
Cc1cc(NS(=O)(=O)c2ccc(NC(=O)Cc3ccccc3)cc2)nc(C)n1	-0.9	-1.1	1	-2	0	-0.3	0.4	-1.0	-1	-10	0.5
Cc1ccccc1NC(=O)Nc1ccccc1N1CCCCC1	0.1	-1.5	2	-2	2	-1.7	-1.9	1.3	2	-3	-0.2
CCOC(=O)Cc1nn(Cc2nc(-c3ccc(C)cc3)cs2)c(=O)c2ccccc12	-2.3	-1.8	-2	-7	-3	0.6	-1.4	1.1	3	7	-0.2
CC1CCc2nn(CC(=O)NC3CCCC(C)C3C)cc2C1 (centres undefined)	-0.1	-1.6	4	2	-6	1.5	-1.9	-0.8	2	5	-0.1
NC(=O)c1cc[n+](CC(=O)c2ccc(NC(=O)c3ccccc3)cc2)cc1	-0.5	-1.0	-19	-94	-74	-2.6	-3.1	0.3	-85	4	-0.3
CC(C)CNC(=S)NNC(=O)c1csc2c1CCC(C)C2 (centres undefined)	-0.5	-1.3	3	2	7	-1.3	2.9	0.7	5	2	-0.7
CN1C(=O)C(O)(c2nnc(-c3ccccc3)o2)c2ccccc21 (centres undefined)	1.4	1.1*	-1	0	-1	-0.8	8.5	2.8	0	-3	0.8
COC(=O)[C@]1(S(=O)(=O)c2ccccc2)C[C@@H]2ON=C(c3ccc(OC)cc3)[C@@H]2C1	2.7	-1.1	-4	-18	-9	-1.0	2.1	1.6	-2	1	0.3
CC(C)CC(NC(=O)c1ccco1)C(=O)Nc1ccc2c(c1)OCCO2 (centres undefined)	-7.0	-1.8	-1	0	-1	-5.3	-8.1	-1.4	0	-3	-2.9
Cc1cc(C)cc(SCc2noc(C(=O)NC(C)C)c2C(=O)O)c1	0.5	-1.0	3	-3	8	-0.3	0.1	1.1	-1	2	-0.2
CC(C)(C)C(=O)Nc1nnc(CSCc2ccccc2F)s1	-8.9	-2.6	-4	0	-9	-3.6	-8.0	-3.1	2	2	-2.1
COc1ccc(CCNc2c3ccccc3nc3ccccc23)cc1OC	-0.1	-0.3	-172	-106	i	2.8	0.1	0.8	-65	-6	0.3
CCC(=O)Nc1ccc(NC(=O)CSc2nnc(C(C)C)n2C)cc1	-1.8	-0.2	-6	1	3	-0.5	3.8	-0.6	0	-5	-0.7
Cc1cc(-c2ccc(Br)cc2)n[nH]1	5.6	-0.5	0	-2	1	-0.4	4.2	3.9	-2	0	1.2
COc1ccc(C(=O)NCCSc2ccc(C)cc2)cc1	1.7	-0.2	-1	-2	1	1.5	-1.1	0.2	1	-6	0.0
O=C(NCC1CCCO1)c1ccc(CSCc2cccc(F)c2)o1 (centres undefined)	-0.4	-2.1	-1	-5	6	-0.1	-1.4	-0.7	1	-3	0.1
COc1cccc(Nc2cc(N3CCOCC3)c3nonc3c2[N+](=O)[O-])c1	3.4	-1.0	2	3	-2	-1.0	1.4	1.0	10*	3	1.1
O=C(CSc1nc2ccccc2c(=O)n1Cc1ccccc1)NCc1ccco1	-1.6	-1.8	-5	-1	-6	-1.4	-0.5	-0.6	2	-1	-0.3
Cc1nc(SCC(=O)c2cccc([N+](=O)[O-])c2)n[nH]1	0.4	-1.6	4	3	-3	-1.0	-0.2	0.7	6	-5	-0.9
CC1(C(=O)N2CCCCC2)CCN1C(=O)c1ccccc1CCc1ccccc1 (centres undefined)	-0.6	-1.6	-2	1	-8	-0.9	2.2	.	-1	-3	-1.1
Cc1cccc(C)c1NC(=O)COC(=O)c1c(C)nn(-c2ccccc2)c1C	-0.4	-0.4	-7	-7	-9	-1.2	-0.9	-0.4	3	4	-0.2
COC(=O)c1sccc1NC(=O)Nc1ccc(C)cc1	6.0	1.4*	2	-5	-9	5.9*	13*	1.5	-4	-2	8.5*
O=C(N/N=C/c1cc([N+](=O)[O-])ccc1O)Nc1ccccc1	-0.7	-0.9	2	4	9	-1.2	3.5	-1.1	3	-17	-0.3
Cc1nnc(NC(=O)c2ccccc2F)s1	1.9	-1.2	-2	6	7	2.5	2.9	1.1	5	4	0.8
COc1ccccc1OCC(=O)NCCc1nc2ccccc2[nH]1	0.0	-1.2	4	3	0	-0.5	-1.7	-0.2	4	2	0.5
Cc1cccc2cc(CN(Cc3ccc(F)cc3)C(=O)N3CCOCC3)c(=O)[nH]c12	-0.9	-1.7	-2	4	-1	-2.3	-0.4	1.3	-1	0	0.4
COc1ccc(-c2oc(=O)c3cc(OC)c(OC)cc3c2/C=C/c2ccc([N+](=O)[O-])cc2)cc1	0.5	-1.1	-3	-15	-3	-0.7	3.2	0.3	-9	1	0.5
